# Source: PubChem BioAssay
# Apaf1 inhib = blocks human Apaf-1 apoptosome activity; AID 489030; inhibition, % at 20 µM; O14727; 0.71% of 330,000 active; reconstituted apoptosome caspase-3 activity, DEVD-Rh110 fluorescence; active = inhibition of at least 40% at 20 µM;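 also: plate controls were DMSO wells for no effect and DEVD-CHO caspase inhibitor wells for full effect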
#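 Material: biochemical Apaf-1 apoptosome reconstitution. Medium: Hepes buffer, pH 7.5. Also added: cytochrome c activation, bis-DEVD rhodamine 110 substrate. Timing: 30 min compound preincubation, 50 min activation, room temperature. Measured by: rhodamine 110 fluorescence at Ex 480/Em 540 nm.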
# SENP6 inh = blocks the human protease SENP6. 1.8% of 330,000 active. Recombinant SENP6 catalytic domain, aminoluciferin luminescence. inhibition, % at 10 µM. AID 2599;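 active = inhibition above about 50% at the single tested dose, limit read from the data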;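 also: plate controls were DMSO wells with enzyme for no effect and DMSO wells lacking enzyme for full effect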
# Target sequence (Q9GZR1 628-1112 limits assumed): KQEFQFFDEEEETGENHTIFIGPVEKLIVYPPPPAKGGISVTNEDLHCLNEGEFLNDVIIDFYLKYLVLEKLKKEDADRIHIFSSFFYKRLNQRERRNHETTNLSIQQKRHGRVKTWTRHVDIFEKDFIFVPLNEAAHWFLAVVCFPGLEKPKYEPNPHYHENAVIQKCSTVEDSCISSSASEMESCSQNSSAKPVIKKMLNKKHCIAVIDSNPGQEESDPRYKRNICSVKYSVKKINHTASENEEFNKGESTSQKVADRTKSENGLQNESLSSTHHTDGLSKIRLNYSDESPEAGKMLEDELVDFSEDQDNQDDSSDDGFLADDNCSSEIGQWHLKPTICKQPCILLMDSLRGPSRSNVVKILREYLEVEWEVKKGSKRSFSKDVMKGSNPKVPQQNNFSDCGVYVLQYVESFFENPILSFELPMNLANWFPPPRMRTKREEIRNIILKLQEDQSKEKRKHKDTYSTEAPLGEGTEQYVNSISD
# SENP7 inh = inhibitors of human SENP7 protease; recombinant SENP7, Z-RLRGG-aminoluciferin luminescence, 40 min; inhibition, % at 5 µM; 1.5% of 330,000 active; Q9BQF6;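 active = inhibition above about 50% at the single test dose, limit read from the data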;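 also: plate controls were DMSO with enzyme for no effect and no enzyme buffer wells for full effect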
# A3G deaminase = blocks human APOBEC3G single-stranded DNA deamination; Q9HC16; recombinant A3G, ssDNA deamination FAM/TAMRA fluorescence; inhibition, % at 20 µM; 0.28% of 330,000 active; AID 493012;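 active = inhibition of at least 40% at 20 µM, with no more than 30% in the related APOBEC3A deaminase screen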;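 also: plate controls were DMSO wells with A3G for no effect and wells lacking A3G enzyme for full effect; some compounds called inactive have numbers as strong as hits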
# SENP8 block-1 = SENP8 (human) protease inhibition; recombinant SENP8, Nedd8 substrate fluorescence; AID 602440; inhibition, % at 20 µM; Q96LD8; 0.64% of 360,000 active; in the data active = inhibition mostly above about 40%, no sharp cut-off; inactive = mostly below about 27%
# Target sequence (Q96LD8 whole entry, looked up): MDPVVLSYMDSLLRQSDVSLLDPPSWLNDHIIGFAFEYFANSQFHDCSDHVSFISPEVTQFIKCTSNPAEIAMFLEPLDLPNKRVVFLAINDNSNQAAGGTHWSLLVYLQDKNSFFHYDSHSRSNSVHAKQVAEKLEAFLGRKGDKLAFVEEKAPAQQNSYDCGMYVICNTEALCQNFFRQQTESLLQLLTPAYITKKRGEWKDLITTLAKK
# SENP1 inh = inhibitors of human SENP1 SUMO protease catalytic domain; recombinant SENP1 catalytic domain, CyPet-SUMO1-YPet FRET cleavage; 0.21% of 360,000 active; AID 624204; inhibition, % at 10 µM; Q9P0U3;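 active = inhibition at least 30% at 10 µM, raw YFP signal under a set limit, fluorescence ratio 0.5 to 1.5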;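 also: 0% = enzyme with DMSO and 100% = no enzyme wells; some results filed as inactive read as strong as hits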
# Target sequence (Q9P0U3 419-644 limits assumed): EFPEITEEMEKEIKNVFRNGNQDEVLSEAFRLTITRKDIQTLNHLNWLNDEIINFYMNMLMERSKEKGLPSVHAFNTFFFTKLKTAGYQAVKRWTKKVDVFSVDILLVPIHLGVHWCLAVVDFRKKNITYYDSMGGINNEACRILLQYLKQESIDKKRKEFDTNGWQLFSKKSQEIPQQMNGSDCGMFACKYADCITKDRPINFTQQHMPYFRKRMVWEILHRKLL
#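 System: Recombinant human SENP1 catalytic domain, His6-tagged | Incubation: Enzyme reaction for 50 min at room temperature, dark | Medium: Tris pH 8 with BME, BSA, NP40 and catalase | Also added: 25 nM SUMO1 FRET substrate | Compound: 10 µM single point, 0.5% DMSO | Measured by: FRET fluorescence in CFP and YFP emission channels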
# UBC13 inh = blocks human UBC13 polyubiquitin chain formation | TR-FRET | 0.47% of 330,000 active | inhibition, % at 20 µM | AID 485273 | P61088; in the data active = inhibition above about 45%, passing the limit was not always enough
# Target sequence (P61088 whole entry, looked up): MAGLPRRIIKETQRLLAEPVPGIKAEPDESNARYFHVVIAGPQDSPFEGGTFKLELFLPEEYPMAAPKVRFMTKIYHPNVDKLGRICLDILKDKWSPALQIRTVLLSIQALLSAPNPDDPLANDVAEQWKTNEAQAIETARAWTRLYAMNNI
# SENP8 block-2 = blocks the human protease SENP8. 1.2% of 330,000 active. purified SENP8, Z-RLRGG-aminoluciferin cleavage, luminescence. inhibition, % at 10 µM. AID 2540. Q96LD8; in the data active = inhibition above about 50%
# * marks the source's active call; other numbers are inactive results; nt = no result given; & = joins results of further samples.
compound	Apaf1 inhib	SENP6 inh	SENP7 inh	A3G deaminase	SENP8 block-1	SENP1 inh	UBC13 inh	SENP8 block-2
CC(C)(Sc1ccc(CCN(CCCCC2CCCCC2)C(=O)NC2CCCCC2)cc1)C(=O)O	8	15	4	-6	0	3	-6	7
CC(C)c1c(C(=O)N/N=C2\CCc3ccccc32)nnn1-c1nonc1N	6	9	-1	-2	11	1	3	5
CCc1ccc(OCCOCC(O)CNC(C)CC)cc1 (stereo unspecified)	2	-6	3	-3	23	0	12	0
Cc1ccc(C2(C)NC(=O)N(CC(=O)Nc3ccccc3C(=O)NC3CCCC3)C2=O)cc1 (stereo unspecified)	2	-25	-3	-3	-41	-2	2	2
O=C(NCc1cn(-c2ccccc2)nc1-c1ccccc1)c1ccc([N+](=O)[O-])cc1	5	-17	7	-1	9	0	-10	-10
CCOC(=O)C(=NC1CCCCC1)NNc1cccc(C(F)(F)F)c1	14	3	-7	-5	-112	-45	-1	-10
Cc1ccccc1NC(=O)CSc1nnc(Cc2ccccc2)c(=O)n1N	2	-6	-12	-4	-2	3	0	-2
CC1=CC(=O)c2ccccc2C1=O	-2&5	1&9	3&1	-6&-7	-251&-173	2&0	-4&-14	16&0
Cc1ccsc1C(=O)NNC(=O)C1CC=CCC1C(=O)O (stereo unspecified)	6	11	5	1	23	1	-13	3
CCOc1ccc(NC(=O)COC(=O)CCCc2c[nH]c3ccccc23)cc1	15	4	15	-4	6	-2	11	4
CC(Sc1nnc(NC(=O)c2cc3ccccc3oc2=O)s1)c1ccccc1 (stereo unspecified)	16	9	-4	-4	4	-5	-6	6
CN(C)CCCN(C(=O)c1ccc2c(c1)OCCO2)c1nc2ccc(Cl)cc2s1	28	0	5	0	8	-2	10	1
C=CCn1c(SCC(=O)NC2CCCCC2)nnc1-c1ccccn1	-5	-7	0	-4	-1	1	-4	0
CCCCn1c(N)c(N(CC(C)C)C(=O)c2ccc(F)c(S(=O)(=O)N3CCOCC3)c2)c(=O)[nH]c1=O	-3	1	-8	-4	5	-4	-1	14
OCCNc1nc(Nc2ccccc2O)nc(N2CCCC2)n1	-5	-16	10	-7	12	2	-1	-5
Cn1cnnc1SCc1ccccc1[N+](=O)[O-]	-15	-27	-4	-11	16	-1	-2	-1
CCOc1ccc(CCNC(=O)CCn2cccc2)cc1OCC	1	-8	6	-2	32	2	11	3
Cc1nn(Cc2c(Cl)cccc2Cl)c(C)c1NC(=O)Cn1nc([N+](=O)[O-])c(Cl)c1C	-4	-2	-4	0	14	-1	-13	6
COc1ccc(NS(=O)(=O)c2cccc(C(=O)N/N=C/c3ccc4c(c3)OCCO4)c2)cc1	-8	0	8	-1	-173	1	-3	-1
COc1ccc(CCNC(=O)CN2C(=O)c3cccc4cccc(c34)C2=O)cc1OC	-7	-9	1	4	-25	1	0	1
C/C(=C\c1ccccc1)C(=O)NCCCn1ccnc1	-1	11	2	1	18	-2	-8	12
COc1ccccc1CNC(=O)Cn1cnnn1	0	2	1	-1	16	2	-3	-3
O=C(Nc1nccs1)C1CCCN1S(=O)(=O)c1cccc2cccnc12 (stereo unspecified)	-3	-1	4	-4	4	-6	9	-4
Cc1cc(O)c2c(c1)C(O)(C1OC(CO)C(O)C(O)C1O)c1cccc(O)c1C2=O (stereo unspecified)	-3	-6	-8	-16	-10	2	-10	-11
N#Cc1ccccc1OCCCN1CCC(Cc2ccccc2)CC1	-1	-28	0	-7	6	1	12	-6

# Look-ups from above.
# Cn1cnnc1SCc1ccccc1[N+](=O)[O-] @ SENP7 inh = -4
# O=C(Nc1nccs1)C1CCCN1S(=O)(=O)c1cccc2cccnc12 (stereo unspecified) @ SENP8 block-2 = -4

# Carrying on.
compound	Apaf1 inhib	SENP6 inh	SENP7 inh	A3G deaminase	SENP8 block-1	SENP1 inh	UBC13 inh	SENP8 block-2
O=C(Cn1c(C(F)(F)F)nc2ccccc21)N=Nc1c(O)[nH]c2ccc(Br)cc12	10	5	-3	-2	4	4	-37	8
O=C(NCCOc1ccccc1)C1CCC(=O)N(C2CCCCCC2)C1 (stereo unspecified)	12	-12	7	5	2	2	3	-3
CCCn1nc2cc(C(=O)NCc3ccccc3)ccc2c1OCC	-5	-11	0	-11	-495	2	15	-2
O=C(CSCc1c(F)cccc1Cl)NCc1ccncc1	-21	18	7	-10	-4	-1	13	1
Cc1ccc(C)c(NCc2n[nH]c(=S)n2-c2ccccc2)c1	1	-19	6	13	23	2	1	3
O=C1NC2(CCCCC2)C(=O)N1Cc1ccc([N+](=O)[O-])cc1	-3	-34	2	-9	16	2	15	-9
O=C(COC(=O)/C=C/c1cn(-c2ccccc2)nc1-c1cccnc1)Nc1ccc(Cl)cc1Cl	-6	-6	1	-10	-200	-28	-18	-4
CC(C)c1[nH]c(=O)c(C#N)c2c1COC(C)(C)C2	1	-11	9	1	-57	0	-8	3
Cc1ccccc1C(=O)c1cccn1CC(=O)NCc1ccco1	3	0	3	-1	7	1	8	-2
COc1ccc(OCCCSc2ncccn2)cc1	9	-14	-1	-1	20	1	7	-3
Cc1ccc(NC(=O)NC(=O)CN2CCCC2c2ccc3c(c2)OCCO3)cc1C (stereo unspecified)	20	-9	10	4	-1	1	6	-4
O=C(NCCc1ccc2c(c1)OCCO2)c1cccc(S(=O)(=O)N2CCCC2)c1	4	-5	5	-4	4	0	2	-5
CCOc1ccc(C(CC(=O)O)NC(=O)COc2ccccc2)cc1 (stereo unspecified)	-1	-10	-6	-5	9	2	-16	-14
COc1cc(C2c3[nH]c4ccccc4c3CCN2Cc2cn(C)nc2C)ccc1F (stereo unspecified)	9	-9	-3	-5	-364	-67	0	1
COc1ccccc1/C=N/NC(=O)CC(=O)Nc1ccc(Cl)c(Cl)c1	6	8	-2	3	28	4	9	5
CCN1C(=NCCN2CCOCC2)N[C@@H](c2ccccc2)C(C(=O)OC)=C1C	-8	0	-4	6	20	1	7	9
O=C(NCCCN1CCOCC1)c1cc(-c2ccc3c(c2)OCO3)nc2ccccc12	17	-7	-6	-12	-391	2	4	-11
COc1cccc(OCc2cc(C(=O)N3CCCC3c3ccccn3)no2)c1 (stereo unspecified)	3	13	0	0	3	2	-4	-4
COc1ccc(C)cc1NC(=O)c1cc(-c2ccccc2)nc2c1cnn2C(C)C	6	-9	8	-3	-116	2	5	-2
COc1ccc(C(=O)NCC(=O)OCc2cccc(Br)c2)cc1	4	-11	-20	-8	16	2	4	-3
COC1(OC)C(=N/O)/C(=N\O)CCC1O (stereo unspecified)	-12	4	1	-6	10	2	-3	5
Cn1ncc2c(N3CCOCC3)ncnc21	-25	-10	-18	-2	14	2	-6	-3
O=C(OCC(=O)N1CCN(C(=O)c2ccco2)CC1)c1ccccc1	-2	-1	10	1	12	0	-8	-2
Cc1ccc(NC(=S)NCC2CCCO2)cc1 (stereo unspecified)	-11	-5	1	-10	24	3	4	-1
CCOC(=O)NC(=S)Nc1ccc(OC)cc1	-11	-18	3	-14	6	2	0	5

# Next structures follow.
compound	Apaf1 inhib	SENP6 inh	SENP7 inh	A3G deaminase	SENP8 block-1	SENP1 inh	UBC13 inh	SENP8 block-2
COc1cc(S(=O)(=O)N2CCN(c3ccccc3F)CC2)ccc1Cl	16	-9	-5	-3	17	-2	-7	-7
COc1cc2c(cc1OC)CN(CC(=O)Nc1ccc3c(c1)OC(F)(F)O3)CC2	-2	13	7	-3	-86	-11	7	-4
COc1ccccc1CNC(=O)C/C(C)=N/NC(=O)Cc1ccc(Cl)cc1	1	-14	0	-8	8	5	5	2
Cc1[nH]c2ccccc2c1C(=O)COC(=O)CCS(=O)(=O)c1ccccc1Cl	-11	-34	-1	2	8	-1	-10	-13
Cc1csc2nc(CCNS(=O)(=O)c3ccc4c(c3)OCCO4)cn12	2	-16	-2	-2	1	-22	4	0
C(#Cc1ccccc1)C[N+]1(CC#Cc2ccccc2)CCCCC1	0	-15	-10	-9	2	1	-2	-11
Cc1cnc(NC(=O)CSc2nnc(Cc3ccccc3)o2)s1	-10	-10	-3	-8	12	2	-8	-16
CCn1nc(NS(=O)(=O)c2ccc([N+](=O)[O-])cc2)c2cc3cc(C)ccc3nc21	5	-7	3	-6	16	-5	-15	-3
CCc1cc(C(=O)OC)c(NC(=O)CC2SC(N)=NC2=O)s1 (stereo unspecified)	-9	-2	5	-4	10	3	6	-3
Fc1ccc(OCc2cc(-c3ccccc3)no2)cc1	11	5	20	3	-1	2	4	1
CCOC(=O)C1=CCN(Cc2ccccc2)CC1	1	-3	-9	-4	25	4	-8	-3
CC12OC1C1(O)CCCC1=CC2=O (stereo unspecified)	-2	1	8	-1	nt	nt	-6	0
O=C(NCc1ccc(Cl)cc1)C1CCCCN1S(=O)(=O)c1ccccc1 (stereo unspecified)	19	-20	-11	-11	-3	1	6	-9
CC(=O)Nc1ccc(S(=O)(=O)N2CCN(Cc3nc4sc(C)c(C)c4c(=O)[nH]3)CC2)cc1	-1	0	0	-7	-16	-1	5	-2
CCCN(CC1CC1)C(=O)COC(=O)c1[nH]c(C)c(C(=O)OCC)c1C	-4	0	4	-1	10	-1	-3	-9
CC(=O)C1=C(C)NC(=S)NC1c1cc([N+](=O)[O-])ccc1O (stereo unspecified)	-6	-5	3	-5	26	1	4	5
CC1CC(C)CN(CC(=O)Nc2ccc(S(N)(=O)=O)cc2)C1 (stereo unspecified)	7	-10	-1	1	25	2	-6	-4
CCn1c(O)c(N=NC(=O)Cn2ccc(C(F)(F)F)n2)c2ccccc21	-2	-8	-5	-3	21	3	-3	-1
CCOc1ccccc1NS(=O)(=O)c1cn(C)nc1C	-2	-4	1	-5	5	3	-3	6
CC(OC(=O)c1ccncc1)C(=O)Nc1cc(S(=O)(=O)N2CCCCC2)ccc1Cl (stereo unspecified)	2	5	6	-14	-4	-3	-8	2
C/C=C/C=N/Nc1nc(C)cc(=O)[nH]1	-12	-8	5	-6	10	0	-1	-4
CCCCCCn1c(Br)nc2c1c(=O)n(C)c(=O)n2C	18	-7	2	-3	11	1	4	-14
O=C(CCN=C1NS(=O)(=O)c2ccccc21)Nc1ccc(Cl)cc1F	5	-2	8	-2	4	1	4	-1
Cn1cc(Cl)c(C(=O)Nc2nc3ccc(Cl)cc3s2)n1	-11	68*	95*	-7	-18	1	-2	48
Cc1cccc(NC(=O)/C(C#N)=C/c2cn(CC(=O)NCc3ccco3)c3ccccc23)c1C	14	-6	-1	3	-64	-32	-15	-2

# By substructure, the entries above containing a CF3 group (3)
compound	Apaf1 inhib	SENP6 inh	SENP7 inh	A3G deaminase	SENP8 block-1	SENP1 inh	UBC13 inh	SENP8 block-2
CCOC(=O)C(=NC1CCCCC1)NNc1cccc(C(F)(F)F)c1	14	3	-7	-5	-112	-45	-1	-10
O=C(Cn1c(C(F)(F)F)nc2ccccc21)N=Nc1c(O)[nH]c2ccc(Br)cc12	10	5	-3	-2	4	4	-37	8
CCn1c(O)c(N=NC(=O)Cn2ccc(C(F)(F)F)n2)c2ccccc21	-2	-8	-5	-3	21	3	-3	-1

# Next section.
compound	Apaf1 inhib	SENP6 inh	SENP7 inh	A3G deaminase	SENP8 block-1	SENP1 inh	UBC13 inh	SENP8 block-2
CCCCN(C(=O)c1ccc(N2CCCC2=O)cc1)c1c(N)n(Cc2ccccc2)c(=O)[nH]c1=O	-3	-3	-1	-5	-20	-25	-1	-4
N/C(CN1CCSCC1)=N\OCc1c(F)cccc1Cl	-4	-11	2	-11	14	1	3	-4
COc1ccc(CNC(=O)c2ccc(NS(=O)(=O)c3c(C)noc3C)cc2)cc1	-6	-6	5	-4	16	2	-3	-2
CCOC(=O)CNC(=O)CSc1nnc(Cn2cnc3ccccc32)n1C	5	5	6	-3	7	2	-2	-3
CC1(C)CC(=O)/C(=C(/O)Cc2ccccc2)C(=NCCc2ccccc2)C1	27	-2	-9	-5	27	2	-2	-8
